# D2 potentiator: HTS Assay for Positive Allosteric Modulators of the Human D2 Dopamine Receptor: Primary Screen for Potentiators; HEK293 T-REx D2, calcium flux, EC20 dopamine potentiation; potentiation, % at 10 µM; 340,000 tested, 0.34% active; AID 485347, 2010;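 active = potentiation over 3 SD above the plate norm, cut at about 30% in these data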; note: 0% is about no effect
# Target sequence (P14416 whole entry, looked up): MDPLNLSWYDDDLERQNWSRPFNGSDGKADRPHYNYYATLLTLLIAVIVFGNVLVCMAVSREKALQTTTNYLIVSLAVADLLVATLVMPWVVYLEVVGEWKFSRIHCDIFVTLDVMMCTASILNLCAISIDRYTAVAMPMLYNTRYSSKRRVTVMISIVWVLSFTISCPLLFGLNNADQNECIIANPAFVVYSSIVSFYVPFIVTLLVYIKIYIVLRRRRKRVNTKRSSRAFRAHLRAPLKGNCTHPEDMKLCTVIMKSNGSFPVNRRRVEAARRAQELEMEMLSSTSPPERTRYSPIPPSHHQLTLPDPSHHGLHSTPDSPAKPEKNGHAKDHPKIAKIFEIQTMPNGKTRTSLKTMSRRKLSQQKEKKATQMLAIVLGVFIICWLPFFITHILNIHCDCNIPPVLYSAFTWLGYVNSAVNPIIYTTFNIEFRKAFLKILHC
#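 Primary screen. Calcium kinetics in induced HEK293 T-REx D2 cells: compound pre-addition 180 s, EC20 dopamine, 180 s more.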
# D1 antagonist: Antagonist of Human D 1 Dopamine Receptor: qHTS | D(1A) dopamine receptor (Homo sapiens), P21728 | HEK293 TREx D1 cells, calcium flux, dopamine EC80; active compounds read low | activity change, negative = inhibition, % at 10 µM | 360,000 tested, 3.2% active | AID 504652, 2011; in the data active = activity change below about -30%; note: % is set by controls: 0 for no effect and ±100 for the full control effect
# Target sequence (P21728 whole entry, looked up): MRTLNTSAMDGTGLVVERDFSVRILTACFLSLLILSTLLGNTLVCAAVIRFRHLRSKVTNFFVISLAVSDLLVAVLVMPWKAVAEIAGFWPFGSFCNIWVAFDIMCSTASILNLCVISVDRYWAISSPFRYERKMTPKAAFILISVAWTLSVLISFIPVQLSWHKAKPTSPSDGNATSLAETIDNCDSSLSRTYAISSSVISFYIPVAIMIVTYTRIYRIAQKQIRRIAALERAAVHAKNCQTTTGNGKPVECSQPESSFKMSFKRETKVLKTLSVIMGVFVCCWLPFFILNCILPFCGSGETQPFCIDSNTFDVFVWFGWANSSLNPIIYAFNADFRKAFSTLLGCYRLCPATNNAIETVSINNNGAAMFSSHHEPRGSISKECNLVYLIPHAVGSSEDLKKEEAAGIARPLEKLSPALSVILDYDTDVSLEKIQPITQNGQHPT
#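 Inducible Hek293 Trex D1 cells (tetracycline, overnight, 30 C). Calcium dye 30–90 min RT. Antagonist mode: EC80 dopamine added after 180 s compound read.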
# D1 potentiator: Potentiators of Human D1 Dopamine Receptor: qHTS; D(1A) dopamine receptor (Homo sapiens), P21728; HEK293 TREx D1 cells, calcium flux, dopamine EC20 potentiation; potentiation, % at 10 µM; 360,000 tested, 0.036% active; in the data active = potentiation above about 30%; note: 0% is about no effect
# RXFP1 antagonist: qHTS Assay for Antagonists of the Relaxin Receptor RXFP1. activity change, negative = inhibition, % at 57.5 µM. HEK293-RXFP1, relaxin-stimulated cAMP HTRF, 30 min; active compounds read low. Relaxin receptor 1 (Homo sapiens), Q9HBX9. 350,000 tested, 0.59% active;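 active = activity change of -60% or lower, but not beyond a set lower limit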; note: % is set by controls: 0 for no effect and ±100 for the full control effect
# D2 ag: HTS Assay for Allosteric Agonists of the Human D2 Dopamine Receptor: Primary Screen for Agonists. D(2) dopamine receptor (Homo sapiens), P14416. HEK293 T-REx D2 cells, calcium flux agonist mode. activation, % at 2 µM. 340,000 tested, 0.53% active;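 active = activation over 3 SD above normal in the single-dose calcium agonist read, cut at about 30% in these data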; note: 0% is about no effect
#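 Tetracycline-induced HEK293 T-REx cells with force-coupled D2 receptor, plated overnight at 30 C, loaded with no-wash calcium dye. After a 10 s baseline, compound was pin-added and calcium flux read kinetically for 180 s; calcium rises flagged agonists.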
# TRHR enhancer: qHTS for Small Molecule Agonists and Allosteric Enhancers of Human TRH Receptor: Primary Screen for Enhancers | Thyrotropin-releasing hormone receptor (Homo sapiens), P34981 | TRHR cells, fluo-8 calcium fluorescence, EC20 TRH enhancement | enhancement, % at 2 µM | 360,000 tested, 0.66% active | AID 493056, 2011; in the data active = enhancement above about 30%; note: 0% is about no effect
#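 Enhancer read-out: after compound pinning and an initial kinetic agonist-mode read, an EC20 of TRH (10 nM final) was injected and fluo-8 calcium signal (Ex 480/Em 530) followed at 1 s/cycle for 100 cycles in TRHR-expressing cells.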
# D2 antagonist: HTS Assay for Allosteric Antagonists of the Human D2 Dopamine Receptor: Primary Screen for Antagonists; D(2) dopamine receptor (Homo sapiens), P14416; HEK293 TREx D2 cells, calcium flux, dopamine EC80; inhibition, % at 10 µM; 340,000 tested, 2% active; in the data active = inhibition above about 30%; note: 0% is about no effect
#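 Read-out: kinetic calcium fluorescence (1 cycle/s) in inducible HEK293 T-REx D2 cells after an EC80 dopamine addition that followed 180 s compound preincubation. Loss of the dopamine response indicates antagonism.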
# TRHR agonist: qHTS for Small Molecule Agonists and Allosteric Enhancers of Human TRH Receptor: Primary Screen for Agonists; Thyrotropin-releasing hormone receptor (Homo sapiens), P34981; TRHR cells, calcium flux fluo-8, FDSS agonist mode; activation, % at 2 µM; 360,000 tested, 0.18% active; AID 493084, 2011; note: 0% is about no effect
#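 TRHR-expressing cells loaded with fluo-8 calcium dye; 23 nL library compound pin-transferred, kinetic FDSS fluorescence (Ex 480/Em 530) recorded about 180 s for agonist-induced calcium release, before a 10 nM TRH EC20 addition for potentiator mode.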
# D1 ag: Allosteric Agonists of the Human D1 Dopamine Receptor: qHTS. 360,000 tested, 1% active. D(1A) dopamine receptor (Homo sapiens), P21728. activation, % at 2 µM. HEK293 T-REx D1 cells, calcium flux, agonist mode. AID 504660, 2011; note: 0% is about no effect
#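 Inducible HEK293 T-REx D1 cells, force-coupled to calcium signalling, were plated at 4000 cells/well with tetracycline and held overnight at 30 C. After no-wash calcium dye loading, compound-evoked calcium rise over 180 s flagged agonists.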
# The depositor's hits bear a star; / = no result given; & = joins results of further samples. Cut-off read from the data, not from the text of the source, unless noted: active = activation above about 30%; inactive = the rest.
Structure | D2 potentiator | D1 antagonist | D1 potentiator | RXFP1 antagonist | D2 ag | TRHR enhancer | D2 antagonist | TRHR agonist | D1 ag
CCn1c(SCC(=O)Nc2nc(-c3ccccc3)cs2)nnc1-c1ccccc1 | -2.2 | -4.2 | -5.1 | -2.1 | 0.0 | -5.9 | -3.3 | -0.3 | 1.6
COCCN(C(=S)Nc1cccc(OC)c1)C1CCN(C(C)C)CC1 | -13.8 | -16.3 | -6.7 | 24.2 | -0.2 | 4.8 | 9.0 | -0.6 | 2.1
C[C@H](Nc1ccc(C(F)(F)F)cc1[N+](=O)[O-])C(=O)O | 1.2 | 13.0 | -7.8 | 6.5 | 1.1 | 11.8 | -2.0 | 0.1 | 1.0
COc1cc2c(cc1OC)CN(CC(=O)Nc1ccc(C#N)cc1)CC2 | 8.5 | -3.5 | -1.1 | 2.5 | 0.3 | -1.3 | 6.8 | 1.2 | 1.8
COc1cc(C(=O)Nc2cc3c(cc2C)n(C)c(=O)c(=O)n3C)cc(OC)c1OC | -2.5 | 4.8 | -1.3 | -8.8 | -0.3 | 2.2 | / | 0.9 | 1.1
Cc1ccc(CN(Cc2cccnc2)C(=S)Nc2cccc(Cl)c2C)cc1 | -4.7 | -29.9 | -7.2 | 0.2 | 1.2 | -8.1 | 2.6 | 0.6 | 1.3
CC(=O)c1cccc(NC(=O)CCS(=O)(=O)c2ccc(Br)s2)c1 | -4.4&-0.7 | -15.9&9.7 | -9.9&2.5 | 10.1 | -8.1&-0.8 | -2.4&3.8 | 29.0 | 0.1&-0.9 | 7.4&5.0
CCCCOc1ccccc1CC1C(=O)Nc2ccc(Br)cc21 (configuration not stated) | 16.4 | 78.8 | 19.0 | / | -1.0 | 2.3 | / | -0.5 | 7.1
O=C(O)c1ccc2c(c1)OCCOCCOCCOCCOCCO2 | -5.2 | -11.6 | -4.2 | -10.4 | -1.2 | 0.5 | -22.2 | -1.7 | 4.7
Cc1cccc(-c2nc(-c3ccncc3)no2)c1 | 14.6 | -3.9 | -0.7 | -15.8 | -1.3 | 1.7 | 5.9 | -3.1 | 6.0
CCOC(=O)c1cccnc1SC(CC)C(=O)N1CCOCC1 (configuration not stated) | 2.7 | -0.1 | -6.8 | 17.0 | -0.5 | 5.8 | 4.7 | 0.2 | 3.5
CCOC(=O)N1CCN(C(=O)C(=O)NN)CC1 | 0.4 | -13.6 | 0.1 | -5.6 | 0.4 | 0.7 | 4.0 | 0.8 | 1.7
COC(=O)c1ccccc1NC(=O)c1cc(-c2ccco2)on1 | 10.9 | 7.7 | 11.9 | -9.1 | 1.8 | -1.5 | -11.6 | 3.6 | 5.5
CCc1ccccc1NC(=O)CNCC(=O)Nc1ccccc1CC | 14.2 | 1.0 | 7.5 | -6.6 | -1.3 | 0.6 | 12.8 | -0.3 | 7.4
Cc1c(C(=O)Nc2cc(F)ccc2F)sc2nc3n(c(=O)c12)CCCCC3 | 9.8 | -2.8 | 2.4 | 3.7 | -0.3 | 13.7 | -10.5 | -0.1 | 0.7
Cc1ccsc1C(=O)OCC(=O)NCC1CCCO1 (configuration not stated) | 1.1 | 4.4 | -7.7 | -2.0 | 0.0 | -1.4 | 7.1 | 1.7 | 1.2
Oc1ccc(NC(=S)Nc2ccccc2)cc1 | 12.6&0.7 | -2.7&-17.8 | -0.2&-4.1 | -9.5&0.8 | 0.8&0.9 | 4.8&-4.8 | -42.1&6.8 | 0.1&-0.5 | 4.1&2.5
Cn1c(=O)c2c(SCC(=O)Nc3cccc(F)c3)nc(-c3ccco3)nc2n(C)c1=O | -3.8 | -4.0 | -7.0 | -3.8 | 0.6 | 12.5 | -14.2 | 0.5 | 0.8
COC(=O)c1cccc(NS(=O)(=O)c2ccc(OC)c(OC)c2)c1C | 2.6 | -1.6 | -2.8 | -23.9 | 0.5 | -2.0 | -14.5 | 0.7 | 7.6
COc1cc(NC(=O)c2noc3c2CC(C(C)(C)C)CC3)cc(OC)c1OC (configuration not stated) | 22.5 | -6.8 | 1.2 | -2.0 | -0.9 | 2.7 | / | -0.6 | -2.2

# 14 compounds out of the list, ordered by formula weight, largest number first:
Structure | D2 potentiator | D1 antagonist | D1 potentiator | RXFP1 antagonist | D2 ag | TRHR enhancer | D2 antagonist | TRHR agonist | D1 ag
Cn1c(=O)c2c(SCC(=O)Nc3cccc(F)c3)nc(-c3ccco3)nc2n(C)c1=O | -3.8 | -4.0 | -7.0 | -3.8 | 0.6 | 12.5 | -14.2 | 0.5 | 0.8
CC(=O)c1cccc(NC(=O)CCS(=O)(=O)c2ccc(Br)s2)c1 | -4.4&-0.7 | -15.9&9.7 | -9.9&2.5 | 10.1 | -8.1&-0.8 | -2.4&3.8 | 29.0 | 0.1&-0.9 | 7.4&5.0
COc1cc(C(=O)Nc2cc3c(cc2C)n(C)c(=O)c(=O)n3C)cc(OC)c1OC | -2.5 | 4.8 | -1.3 | -8.8 | -0.3 | 2.2 | / | 0.9 | 1.1
Cc1ccc(CN(Cc2cccnc2)C(=S)Nc2cccc(Cl)c2C)cc1 | -4.7 | -29.9 | -7.2 | 0.2 | 1.2 | -8.1 | 2.6 | 0.6 | 1.3
COc1cc(NC(=O)c2noc3c2CC(C(C)(C)C)CC3)cc(OC)c1OC (configuration not stated) | 22.5 | -6.8 | 1.2 | -2.0 | -0.9 | 2.7 | / | -0.6 | -2.2
CCCCOc1ccccc1CC1C(=O)Nc2ccc(Br)cc21 (configuration not stated) | 16.4 | 78.8 | 19.0 | / | -1.0 | 2.3 | / | -0.5 | 7.1
COC(=O)c1cccc(NS(=O)(=O)c2ccc(OC)c(OC)c2)c1C | 2.6 | -1.6 | -2.8 | -23.9 | 0.5 | -2.0 | -14.5 | 0.7 | 7.6
O=C(O)c1ccc2c(c1)OCCOCCOCCOCCOCCO2 | -5.2 | -11.6 | -4.2 | -10.4 | -1.2 | 0.5 | -22.2 | -1.7 | 4.7
COc1cc2c(cc1OC)CN(CC(=O)Nc1ccc(C#N)cc1)CC2 | 8.5 | -3.5 | -1.1 | 2.5 | 0.3 | -1.3 | 6.8 | 1.2 | 1.8
CCc1ccccc1NC(=O)CNCC(=O)Nc1ccccc1CC | 14.2 | 1.0 | 7.5 | -6.6 | -1.3 | 0.6 | 12.8 | -0.3 | 7.4
COC(=O)c1ccccc1NC(=O)c1cc(-c2ccco2)on1 | 10.9 | 7.7 | 11.9 | -9.1 | 1.8 | -1.5 | -11.6 | 3.6 | 5.5
Cc1ccsc1C(=O)OCC(=O)NCC1CCCO1 (configuration not stated) | 1.1 | 4.4 | -7.7 | -2.0 | 0.0 | -1.4 | 7.1 | 1.7 | 1.2
Oc1ccc(NC(=S)Nc2ccccc2)cc1 | 12.6&0.7 | -2.7&-17.8 | -0.2&-4.1 | -9.5&0.8 | 0.8&0.9 | 4.8&-4.8 | -42.1&6.8 | 0.1&-0.5 | 4.1&2.5
Cc1cccc(-c2nc(-c3ccncc3)no2)c1 | 14.6 | -3.9 | -0.7 | -15.8 | -1.3 | 1.7 | 5.9 | -3.1 | 6.0

# In the list so far, these contain bromine:
Structure | D2 potentiator | D1 antagonist | D1 potentiator | RXFP1 antagonist | D2 ag | TRHR enhancer | D2 antagonist | TRHR agonist | D1 ag
CC(=O)c1cccc(NC(=O)CCS(=O)(=O)c2ccc(Br)s2)c1 | -4.4&-0.7 | -15.9&9.7 | -9.9&2.5 | 10.1 | -8.1&-0.8 | -2.4&3.8 | 29.0 | 0.1&-0.9 | 7.4&5.0
CCCCOc1ccccc1CC1C(=O)Nc2ccc(Br)cc21 (configuration not stated) | 16.4 | 78.8 | 19.0 | / | -1.0 | 2.3 | / | -0.5 | 7.1

# Carrying on.
Structure | D2 potentiator | D1 antagonist | D1 potentiator | RXFP1 antagonist | D2 ag | TRHR enhancer | D2 antagonist | TRHR agonist | D1 ag
O=C(c1cccnc1)N1CCN(Cc2ccc3c(c2)OCO3)CC1 | -3.5 | -0.5 | -6.0 | 7.4 | -0.2 | 0.2 | -7.4 | -0.1 | 2.1
COc1cc2nc(Nc3cccc(C)c3)nc(N)c2cc1OC | -0.4 | -10.4 | -0.3 | -7.9 | 0.2 | 6.9 | / | -0.8 | 0.9
COc1ccccc1CN(C)S(=O)(=O)c1cccs1 | 2.0 | -8.5 | -5.6 | 11.3 | -1.2 | 0.3 | -14.5 | -0.2 | 0.4
Cc1nnc(SCC(=O)Nc2ccc(Cl)cn2)s1 | -2.2 | -26.2 | -0.8 | 1.2 | 0.0 | 0.5 | -10.3 | 0.0 | 1.3
O=C(CCN1C(=O)c2cccc3cccc(c23)C1=O)NCc1cccnc1 | 6.2 | -4.4 | -3.3 | -7.1 | 2.6 | -3.0 | 4.3 | -0.5 | -0.8
O=c1[nH]ncc(N2CCCCC2)c1Cl | 8.4 | -15.3 | 1.5 | -1.6 | 1.1 | 6.0 | -7.6 | 0.6 | 4.0
Cc1nc([N+](=O)[O-])c(C(=O)O)n1C | 1.9 | 0.4 | -1.1 | 6.5 | 0.3 | 12.2 | -0.5 | 0.6 | 1.6
C[N+]1([O-])[C@@H]2Cc3cc4c(cc3[C@@H]1Cc1cc3c(cc12)OCO3)OCO4 (some centres not stated) | 9.7 | 11.8 | 1.6 | / | 0.2 | -0.3 | -6.7 | 0.0 | 2.1

# High-throughput results: PubChem, National Center for Advancing Translational Sciences (NCATS)
